Efflux pump mplx = inhibitors of Candida antifungal efflux pumps expressed in yeast; inhibition, % at 10 µM; S. cerevisiae Candida pump triplex, Nile Red efflux; actives 0.44% (n = 330,000);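 active means plate passing quality check with inhibition over a set limit, or well fluorescence over plate mean plus 4 SD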;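 further: Nile Red retained in pooled yeast measured as flow cytometry median fluorescence; 0% = buffer negative control and 100% = Enniatin B positive control; higher means more Nile Red kept so more efflux inhibition; some compounds called inactive have numbers as strong as hits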
CR mimetic SO = yeast age-related superoxide inhibition as caloric restriction mimetic; AID 2690; superoxide response (% of plate mean), % at 10 µM; S. cerevisiae aged cells, superoxide DHE fluorescence; active compounds read low; actives 0.18% (n = 330,000);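 active means superoxide response under a set limit, about three screen SD below normal, cut at about 65% in these data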;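 further: yeast aged for seven days with compound at 30 °C before DHE staining; 100% = average MFI of all compound-treated wells on the plate with controls excluded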
LAP4-GFP MLPCN = alters LAP4-GFP fluorescence in TOR pathway yeast screen | actives 0.34% (n = 320,000) | AID 2023 | GFP response vs DMSO, % at 10 µM | S. cerevisiae LAP4-GFP multiplex, flow cytometry GFP, 3 h; median GFP as percent of DMSO wells;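 active means GFP response vs DMSO above a set limit, about the screen mean plus 3 SD, cut at about 150% in these data; inconclusive means under 70 cell events counted for the yeast strain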
AHR activator = activators of human aryl hydrocarbon receptor | P35869 | AHR-responsive luciferase reporter cells, luminescence | activation, % at 5 µM | actives 2.5% (n = 320,000); in the data active means activation above about 47%;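 further: 0% = vehicle wells and 100% = reference agonist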
Target sequence (P35869 whole entry, looked up): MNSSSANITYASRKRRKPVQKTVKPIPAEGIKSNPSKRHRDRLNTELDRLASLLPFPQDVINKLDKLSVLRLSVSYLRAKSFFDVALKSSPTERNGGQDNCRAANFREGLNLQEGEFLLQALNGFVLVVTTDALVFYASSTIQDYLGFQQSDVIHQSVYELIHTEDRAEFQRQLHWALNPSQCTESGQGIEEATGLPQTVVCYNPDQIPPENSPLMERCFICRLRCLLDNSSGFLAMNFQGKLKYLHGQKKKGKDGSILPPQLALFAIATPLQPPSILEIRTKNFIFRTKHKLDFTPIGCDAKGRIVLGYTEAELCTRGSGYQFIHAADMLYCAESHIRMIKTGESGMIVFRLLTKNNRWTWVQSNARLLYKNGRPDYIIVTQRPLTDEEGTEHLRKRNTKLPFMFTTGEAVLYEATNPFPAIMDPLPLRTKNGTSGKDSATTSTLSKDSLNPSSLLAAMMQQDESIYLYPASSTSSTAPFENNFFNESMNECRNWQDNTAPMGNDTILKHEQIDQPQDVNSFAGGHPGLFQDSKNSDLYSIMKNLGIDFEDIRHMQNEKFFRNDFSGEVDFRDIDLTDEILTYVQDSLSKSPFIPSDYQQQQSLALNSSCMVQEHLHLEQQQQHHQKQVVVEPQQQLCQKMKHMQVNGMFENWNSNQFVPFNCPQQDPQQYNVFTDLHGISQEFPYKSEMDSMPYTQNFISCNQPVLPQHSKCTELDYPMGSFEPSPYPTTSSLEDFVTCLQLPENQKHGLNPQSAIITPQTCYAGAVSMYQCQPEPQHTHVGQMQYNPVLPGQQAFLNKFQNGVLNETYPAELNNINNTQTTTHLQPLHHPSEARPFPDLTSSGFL
RPL19A-GFP yeast = yeast TOR pathway RPL19A-GFP modulation. S. cerevisiae RPL19A-GFP strain, flow cytometry, 3 h; active compounds read low. percent response vs DMSO, % at 10 µM. actives 0.3% (n = 330,000);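 active means percent response vs DMSO below 50%; inconclusive means fewer than 70 events counted for the yeast strain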;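 further: median channel GFP fluorescence of the barcoded RPL19A-GFP strain; ratio of sample median GFP to plate DMSO average so 100% = DMSO; lower means less RPL19A-GFP as with rapamycin TOR inhibition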
CIT2-GFP yeast = modulators of TOR pathway CIT2-GFP in S. cerevisiae | S. cerevisiae CIT2-GFP strain, flow cytometry, 3 h; 100 means same as DMSO wells | GFP response vs DMSO, % at 10 µM | actives 0.065% (n = 320,000);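 active means GFP response relative to DMSO above a set limit, near the screen mean plus 3 SD, cut at about 150% in these data; inconclusive means Fewer than 70 cells measured for a yeast strain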;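 further: ratio of well median GFP fluorescence to mean of DMSO wells on the plate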
AGP1 TOR yeast = alters AGP1-GFP fluorescence in TOR pathway yeast screen; S. cerevisiae AGP1-GFP multiplex flow cytometry, 3 h; GFP as percent of DMSO wells; GFP response vs DMSO, % at 10 µM; actives 0.02% (n = 320,000); AID 2066;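 active means GFP response relative to DMSO above a set limit, near screen average plus 3 SD, cut at about 150% in these data; inconclusive means fewer than 70 cells counted for the yeast strain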;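 further: median GFP channel fluorescence of the gated AGP1 strain per well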
MEP2 TOR yeast = yeast TOR pathway MEP2-GFP modulation; S. cerevisiae MEP2-GFP strain, flow cytometry GFP, 3 h; 100% = DMSO control level; GFP response vs DMSO, % at 10 µM; actives 0.51% (n = 330,000);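 active means GFP response versus DMSO above a set limit, roughly screen mean plus 3 SD, cut at about 180% in these data; inconclusive means fewer than 70 cells counted for a yeast strain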;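 further: median GFP fluorescence of the barcode-gated MEP2-GFP cells per well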
Numbers without * were called inactive; ? = inconclusive; / = not tested or not shown. This is a random part of the collection. About 3.9% of those tested had a hit in this group.

Preview, two compounds:
SMILES	Efflux pump mplx	CR mimetic SO	LAP4-GFP MLPCN	AHR activator	RPL19A-GFP yeast	CIT2-GFP yeast	AGP1 TOR yeast	MEP2 TOR yeast
CCc1ccc(C(=O)Nc2nc(C)cs2)s1	1.3	85	92	-9	100	87	89	90
CCOC(CCNC(=O)c1cn(CCOC)c(=O)c2c1c1ccccc1n2C)OCC	-0.1	95	95	17	98	95	103	91

Results, repeating the preview:
SMILES	Efflux pump mplx	CR mimetic SO	LAP4-GFP MLPCN	AHR activator	RPL19A-GFP yeast	CIT2-GFP yeast	AGP1 TOR yeast	MEP2 TOR yeast
CCc1ccc(C(=O)Nc2nc(C)cs2)s1	1.3	85	92	-9	100	87	89	90
CCOC(CCNC(=O)c1cn(CCOC)c(=O)c2c1c1ccccc1n2C)OCC	-0.1	95	95	17	98	95	103	91
Cc1ccccc1OCCNC(=O)/C=C/c1ccccc1	-0.2	96	?	1	?	?	?	?
COCCCNS(=O)(=O)c1ccc2[nH]c(=O)[nH]c2c1	0.2	113	90	4	98	101	102	105
COc1ccc(NC(=O)c2cccc(N3C(=O)c4ccc(C(=O)Nc5ccc(OC)c(O)c5)cc4C3=O)c2)cc1O	-8.3	98	82	-1	94	95	91	95
CCOC(=O)c1cnc(-n2nc(C)cc2C)nc1NNc1ncc(-c2ccccc2)cn1	0.2	105	124	1	100	100	101	110
O=C(/C=C/c1ccc(F)cc1)N1CCCN(C(=O)/C=C/c2ccc(F)cc2)CC1	-0.2	114	91	8	100	103	97	100
O=S(=O)(c1ccc(Cl)cc1)c1cnc2ccccc2n1	0.0	98	110	1	98	89	100	93
CC(C)c1ccc(C(=O)CSc2ncn[nH]2)cc1	0.1	116	100	6	97	93	93	102
CN(c1ccc(C(=O)NCCSCc2ccco2)cc1)S(C)(=O)=O	0.3	97	97	10	101	96	98	101
CC(=O)Nc1ccc(NC(=O)C(C)OC(=O)CCCc2c[nH]c3ccccc23)cc1 (configuration not stated)	-0.1	86	98	-1	100	101	104	98
COc1ccc(OCC(=O)Nc2cc(-c3nn(C)c(=O)c4ccccc34)ccc2OC)cc1	0.1	109	106	12	97	94	105	105
COCCn1c(SCc2cc(=O)n3cc(C)ccc3n2)nc2ccccc2c1=O	0.1	100	110	0	101	102	108	104
CN(C)C(=O)COc1ccc2c3c(c(=O)oc2c1)CCCC3	0.1	99	85	1	97	87	16	92
COc1ccccc1C(C[N+](=O)[O-])c1c[nH]c2ccccc12 (configuration not stated)	-0.2	92	104	24	90	87	96	97
CCC(=O)Nc1cccc(C(=O)OCC(=O)c2ccccc2Cl)c1	0.0	111	95	2	96	/	98	98
O=C(Nc1cc([N+](=O)[O-])ccc1N1CCOCC1)c1ccco1	-0.1	110	109	-1	98	77	92	95
Cc1cc(C)cc(OCC(O)CN2CCC(CN3C(=O)c4cccc5cccc(c45)C3=O)CC2)c1 (configuration not stated)	0.0	111	102	0	97	98	102	97
CCOC(=O)C1(CCc2ccccc2)CCN(Cc2ccc(O)cc2)CC1	-0.1	93	115	0	96	103	106	102
O=C(CCNS(=O)(=O)c1cccc2nonc12)N1CCN(c2cccc(Cl)c2)CC1	0.1	88	86	2	95	90	95	93
COc1cccc2cc(C(C)N(CCCN3CCOCC3)C(=S)Nc3cc(C)cc(C)c3)oc12 (configuration not stated)	-0.1	104	103	2	96	104	102	101
Brc1cnc2ccccc2c1N1CCCCC1	0.0	91	108	-3	96	99	105	100
CC(=O)Nc1ccc(Sc2ccccc2C(=O)N2CCCC2)cn1	0.1	96	94	-2	96	100	100	93
Cc1ccc(N(CC(=O)NCC2CCCO2)C(=O)CCC(=O)Nc2nccs2)cc1 (configuration not stated)	0.0	88	79	1	87	95	84	88
CCCCONc1ncnc2nonc12	-0.2	96	83	4	94	97	94	88
Clc1cccc(Cl)c1COc1ccccn1	0.0	103	92	0	99	104	97	88
CCN(Cc1ccc2c(c1)OCCO2)C(=O)CN1C(=O)NC2(CCc3ccccc32)C1=O (configuration not stated)	0.0	108	106	1	99	101	105	98
Cc1c(C#N)c(N)c(C(=O)c2ccccc2)n1Cc1ccccc1	0.0	90	92	0	95	100	94	91
CC(=O)Nc1ccc(S(=O)(=O)NC2(C(F)(F)F)NC(=O)N(c3ccccc3F)C2=O)cc1 (configuration not stated)	0.0	110	95	2	96	94	98	97
CCN(Cc1ccccc1)C(=O)C(C)OC(=O)c1cc(S(=O)(=O)Nc2c(C)n(C)n(-c3ccccc3)c2=O)ccc1C (configuration not stated)	0.0	77	105	3	105	115	108	102
CCC(=O)Nc1ccc(S(=O)(=O)N2CCOCC2)cc1	-0.1	102	89	-1	89	95	94	94
O=C(Nc1nccs1)c1cc(-c2ccco2)nc2ccccc12	0.7	118	111	29	95	103	92	130
CC(C)C[C@H](NC(=O)[C@@H]1Cc2ccccc2CN1)C(=O)Nc1ccc(C(C)C)cc1	0.0	110	?	-1	88	100	86	100
Cc1cc(C)nc(SCCc2ccncc2)n1	-0.1	100	95	14	98	/	98	96
CCC(C)NCCOCCOc1ccc(Br)cc1 (configuration not stated)	0.1	98	96	1	100	96	103	100
N#CCCN(C(=O)COC(=O)C12CC3CC(CC(O)(C3)C1)C2)c1ccc(F)cc1	0.4	142	100	1	103	106	105	99
Cc1cccc(C)c1N(CC(O)Cn1c2ccccc2c2ccccc21)S(C)(=O)=O (configuration not stated)	0.0	110	104	17	107	108	104	106
O=C(COC(=O)[C@@H]1CC(O)CN1S(=O)(=O)c1ccc(Cl)cc1)NC(=O)NCc1ccccc1 (some centres not stated)	0.2	94	94	-2	87	82	94	91
O=C(NCCn1cccn1)C1CCC(=O)N(CCc2ccc(Cl)cc2)C1 (configuration not stated)	0.0	89	83	0	97	105	93	107
CCN(CC(=O)N1CCOCC1)S(=O)(=O)c1ccc(F)cc1	0.0	116	104	7	94	101	97	101
O=C1C=C(c2cccs2)CC(c2cccs2)C1n1cnc([N+](=O)[O-])c1 (configuration not stated)	-0.2	107	95	5	93	101	98	93
COCCNc1oc(/C=C/c2ccc(F)cc2)nc1S(=O)(=O)c1ccccc1	0.2	112	93	-6	94	88	93	93
O=C(c1ccccc1)N1C(=O)C(c2ccccc2)Oc2ccccc21 (configuration not stated)	-0.1	78	101	-1	98	89	89	83
CC(C(=O)N1CCCC1)N1CCN(c2ccccc2O)CC1 (configuration not stated)	-0.2	116	100	2	104	107	104	100
CCOc1ccc(NC(=S)Nc2ccc(OC)cc2)cc1	0.1	79	99	1	91	92	99	99
O=C(Cc1ccc(Cl)cc1)NNc1c(F)c(F)cc(F)c1F	0.2	99	109	-2	104	101	105	105
Cc1ccc(NS(=O)(=O)c2ccc(Cl)c(C(=O)Nc3cccc(C(=O)O)c3)c2)cc1	0.1	95	94	3	98	109	94	110
CC(=O)C1=C(C)OC(N)=C(C#N)C1c1ccncc1 (configuration not stated)	-0.2	94	93	4	93	95	94	91
CNC(=O)Cn1nc(C)c(S(=O)(=O)N2CCOCC2)c1C	-0.1	101	101	-2	102	108	105	108
CCOc1ccc(OCC)c(NS(=O)(=O)c2ccc3c(c2)n(C)c(=O)c(=O)n3C)c1	0.1	89	105	3	109	/	109	106
(cont.)
SMILES	Efflux pump mplx	CR mimetic SO	LAP4-GFP MLPCN	AHR activator	RPL19A-GFP yeast	CIT2-GFP yeast	AGP1 TOR yeast	MEP2 TOR yeast
COC(=O)c1nn(-c2ccc3c(c2)CCN3C(C)=O)cc1O	-0.2	125	98	1	99	110	102	100
CCCn1nc(NC(=O)c2cccs2)c2cc3cccc(C)c3nc21	-0.1	80	102	30	95	91	98	98
O=C(O)c1nnn(-c2ccc(F)cc2F)c1-c1ccccc1	-0.5	117	96	0	108	107	100	97
O=C1CN(C(=O)COC(=O)CCC(=O)c2ccc(Cl)cc2)c2ccccc2N1	0.1	96	102	3	106	107	105	109
COC(=O)[C@H](Cc1ccccc1)NC(=O)Nc1ccc(OC)cc1	-0.1	92	99	-3	91	92	99	91
COC(=O)Cc1cc(OC)c(OC)cc1S(=O)(=O)N(C)C	0.0	99	104	0	106	114	115	106
CCOc1ccc(-c2csc(NC(=O)c3ccc(S(=O)(=O)N4CCc5ccccc5C4)cc3)n2)cc1	0.1	107	95	3	101	104	97	106
COc1ccc(NC(=O)CN(C)C(=O)CSCc2c(C)noc2C)cc1	0.1	101	91	-1	89	85	91	95
CC(=O)N1[C@@H]2CC3C4CC=C5C[C@@H](O)CC[C@]5(C)C4CC[C@]3(C)[C@@]21C(C)=O (some centres not stated)	-0.4	85	108	-6	95	85	89	90
COC(=O)c1c(NC(=O)C2CC2)sc2c1CCN(C(C)=O)C2	-0.3	104	98	5	100	99	100	100
Cc1[nH]c2ccccc2c1C(=O)C(=O)NCCc1ccc(S(N)(=O)=O)cc1	0.3	116	104	5	101	93	100	110
Cc1nc2ccccc2n1CCCOc1ccccc1	0.0	87	101	1	101	109	101	111
N#Cc1c([N+](=O)[O-])cc([N+](=O)[O-])cc1S(=O)(=O)Cc1ccccc1	0.0	138	118	17	95	82	93	96
O=c1c2cccnc2nc2n1CCCCC2	-0.1	103	95	2	102	103	100	94
Cc1cc(=O)oc2c1c(C)nn2-c1cccc(Cl)c1	0.0	103	100	71*	106	99	107	106
CC(=O)c1ccc(Oc2ccc(C(=O)c3ccc(C)c(C)c3)cc2[N+](=O)[O-])cc1	0.7	107	98	-2	102	103	100	107
O=C(CN1CCN(C(=O)C2CC2)CC1)Nc1cc(C(F)(F)F)cc(C(F)(F)F)c1	0.2	100	103	3	100	95	104	106
CN(C)S(=O)(=O)c1ccc(S(=O)(=O)NCc2cccs2)cc1	0.0	91	93	0	103	108	100	110
COc1ccc2c(c1)[C@H]1[C@H](CO2)[C@H](c2ccccc2)[C@]2(C)C(=O)N(CC3CCCO3)CC(=O)N12 (some centres not stated)	0.0	106	96	-5	96	104	102	98
CCn1c(SCC(=O)NC2CCCC2)nnc1-c1ccoc1C	0.2	97	97	0	104	107	103	104
O=C(C[n+]1ccc(C(=O)N/N=C/c2ccc(OCc3ccccc3)cc2)cc1)c1ccccc1	0.2	104	94	4	93	84	91	95
COCCC(=O)N1CCC(Oc2ccc(C(=O)N3CCCCCC3)cc2)CC1	0.0	104	93	0	99	95	100	106
CCN(CC)CCCN(C)C(=O)Cn1nc(Cc2ccncc2)c2ccccc2c1=O	-0.1	106	94	0	101	121	105	103
COc1ccc(NC(=O)Cn2nnc(-c3ccccc3NC(=O)c3cccs3)n2)cc1	0.0	107	87	-1	87	85	87	94
CCOc1ccccc1C1C(C#N)=C(N)N(N(C)C)C2=C1C(=O)CCC2 (configuration not stated)	0.1	102	88	1	104	98	94	103
CN1CCN(c2ccc(S(=O)(=O)N3CCCCC3)cc2NC(=O)COc2ccc([N+](=O)[O-])cc2)CC1	0.0	99	101	0	94	97	102	98
COc1ccc(C(=O)Nc2ccc3nc(C)sc3c2)cc1OC	0.0	108	110	15	100	103	96	99
OC[C@H]1O[C@H](OCCc2ccc(O)cc2)[C@H](O)[C@@H](O)[C@@H]1O	-0.3	99	114	-1	112	118	113	109
Cc1ccccc1Cn1ccc(NC(=O)c2nn(C)cc2[N+](=O)[O-])n1	-0.1	114	97	-2	105	106	102	106
Cc1cccc(NC(=S)NNc2cccc(Cl)c2)c1	0.0	90	85	53*	94	86	87	91
O=S(=O)(Nc1ccccc1N1CCCCC1)c1ccc(F)cc1F	0.0	94	98	0	98	108	100	97
CC(C)CCn1c(N)c(S(=O)(=O)c2cccs2)c2nc3ccccc3nc21	-0.1	109	104	1	109	109	111	114

Screens deposited in PubChem BioAssay by several laboratories.
